# aGal spleen mod: inhibits or activates alpha-galactosidase in human spleen homogenate | human spleen homogenate, 4MU-alpha-Gal fluorescence, 40 min | Potency, µM (series often up to 80 µM), inactives show at the top dose activity change, negative = inhibition, most hits filed as inhibitors | P06280 | actives 0.008% (n = 240,000);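 further: 0% = enzyme with vehicle and -100% = no enzyme basal signal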
# Target sequence (P06280 32-429 limits assumed): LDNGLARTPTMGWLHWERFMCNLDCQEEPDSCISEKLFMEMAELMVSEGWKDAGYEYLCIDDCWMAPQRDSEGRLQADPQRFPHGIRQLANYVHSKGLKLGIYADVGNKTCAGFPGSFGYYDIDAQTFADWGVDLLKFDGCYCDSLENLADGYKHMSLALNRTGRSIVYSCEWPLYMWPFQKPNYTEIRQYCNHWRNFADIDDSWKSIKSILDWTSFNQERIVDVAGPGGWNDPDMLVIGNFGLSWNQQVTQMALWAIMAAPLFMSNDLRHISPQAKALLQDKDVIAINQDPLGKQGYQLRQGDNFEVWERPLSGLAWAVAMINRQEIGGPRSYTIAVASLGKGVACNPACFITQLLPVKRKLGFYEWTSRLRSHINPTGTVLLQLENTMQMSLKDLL
#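 Human spleen homogenate (1 ug) as enzyme source, 4-methylumbelliferyl-alpha-D-galactopyranoside 1 mM final, citrate/phosphate pH 5.0 with 0.01% Tween-20. Compounds 40 min at 37C, NaOH/glycine stop; fluorescence Ex 365/Em 440, Hill-fit AC50.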
# Tau fibril FP: tau fibrillization inhibition (FP) | P10636 | K18 P301L tau heparin fibrillization, Alexa594 FP, 6 h | Potency, µM (doses to about 57.7 µM), without a hit: at the top dose activity, negative = inhibition, usual class: inhibitors | actives 0.39% (n = 280,000); further: on the % scale 0 is the no-effect control and ±100 the full control effect; nearly all actives have a fitted effect of over 55% in size
# Target sequence (P10636 561-689 P618L limits assumed): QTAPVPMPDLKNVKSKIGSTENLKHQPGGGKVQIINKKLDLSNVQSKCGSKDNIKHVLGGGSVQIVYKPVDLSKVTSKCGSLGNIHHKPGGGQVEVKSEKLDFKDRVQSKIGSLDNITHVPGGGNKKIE
#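 Read-out: fluorescence polarization of Alexa 594-labeled tau (0.24 uM), 555 nm excitation, 632 nm emission. Mixtures held 15 uM unlabeled K18 P301L, compound and 20 uM heparin, pH 7 acetate buffer, incubated 6 hr at 37 C.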
# GAA glycogen mod: alters human alpha-glucosidase cleavage of glycogen; P10253; recombinant GAA, glycogen substrate, Amplex Red glucose oxidase fluorescence; Potency, µM (doses to about 76.4 µM), inactives show at the top dose activity change, negative = inhibition, actives largely listed as inhibitors; actives 0.38% (n = 300,000);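 further: 0% = full enzyme reaction and -100% = no-enzyme basal signal; the screen sought inhibitors and activators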
#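 qHTS, 1536-well; enzyme 4 nM final; cpd up to 77 uM; substrate bovine liver glycogen 30 ug; 50 mM citrate/phosphate pH 5.0, 0.01% Tween-20; 37 C, 40 min; Amplex Red detection 45 min RT; Hill fit → AC50.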
# Tau fluor cs: counter-screen for tau fibril formation inhibitors. AID 1463. actives 0.93% (n = 280,000). tau K18 P301L Alexa594 fluorescence, heparin fibrillization. Potency, µM (titrated, usually from 57.7 µM), for inactives: at the top dose activity change, negative = decrease; further: on the % scale 0 is the no-effect control and ±100 the full control effect; nearly all actives have a fitted effect of over 55% in size
#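 Human K18 P301L tau (15 uM unlabeled plus 0.24 uM Alexa 594-labeled, final) in 100 mM sodium acetate pH 7 was mixed with compound and 20 uM heparin and incubated 6 hr at 37 C.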
# Tau ThT inhib: inhibitors of human tau fibril formation, thioflavin T binding | actives 2.1% (n = 270,000) | Potency, µM (top dose mostly 57.4 µM), without a hit: at the top dose activity, negative = inhibition, hits mostly inhibitors | recombinant tau K18 P301L (four-repeat tau fragment), heparin-induced fibrillization, ThT fluorescence; further: on the % scale 0 is the no-effect control and ±100 the full control effect; nearly all actives have a fitted effect of over 55% in size
#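 Recombinant human tau K18 fragment […] carrying P301L, 15 uM unlabeled plus 0.24 uM Alexa 594-labeled, was fibrillized with 20 uM heparin in 100 mM sodium acetate pH 7 for 6 hr at 37 C; 30 uM ThT fluorescence read after 1 hr.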
# GAA spleen mod: lysosomal alpha-glucosidase (human) modulation | P10253 | human spleen homogenate, 4-MU-alpha-glucoside fluorescence | Potency, µM (doses to about 79.9 µM), for the others: at the top dose activity change, negative = inhibition, hits mostly inhibitors | actives 0.006% (n = 240,000);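 further: 0% = enzyme with vehicle and -100% = no enzyme basal signal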
#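 Enzyme source: human spleen homogenate, 1 ug/well. Buffer 50 mM citric acid/K phosphate pH 5.0, 0.01% Tween-20. 4-MU-alpha-glucoside 1 mM; 37 C x 40 min; NaOH/glycine stop; fluorescence.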
# HTT cytoprotect: Huntington cell model cytoprotection by ATP luminescence; PC12 HTT-Q103 induced, cytoprotection, ATP luminescence, 40 h; actives 0.14% (n = 230,000); AID 1471; Potency, µM (highest dose often 56.4 µM), without a hit: cytoprotection (ATP increase), hits mostly activators;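 further: % of control where 0% means no effect; nearly all actives have a fitted effect of over 45% in size; toxic huntingtin expression switched on by the ecdysone agonist tebufenozide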
#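 PC12 cells stably carrying ecdysone-inducible Htt exon 1 (Q103)–GFP were induced with 100 nM tebufenozide (final) alongside library compounds in a dose series. Cytoprotection was scored as retained ATP by ATPlite luminescence.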
# GAA inh: inhibitors of human lysosomal alpha-glucosidase; P10253; actives 0.005% (n = 200,000); Potency, µM (highest dose often 76.9 µM), inactives show at the highest dose activity change, negative = inhibition, most hits filed as inhibitors; purified human GAA, 4-MU-alpha-glucoside fluorescence;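 further: plate controls were uninhibited enzyme wells for no effect and no-enzyme background for full effect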
#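 Endpoint fluorogenic read: 20 min room-temperature reaction of 4 nM human alpha-glucosidase with 400 uM 4-methylumbelliferyl-alpha-D-pyranoside, pH 5.0, quenched with 1M NaOH/1M glycine pH 10. AC50 from Hill modeling.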
# Starred values were filed as active, the others as inactive; ? = inconclusive; / = not tested or not shown; & = joins results of further samples; [ ] = remark or other dose. The call rests on the fitted dose curve; in most records, active means well fitted curve in the direction sought with a large enough effect; inconclusive means small, poorly fitted or top-dose-only effect, or another doubt; inactive means no such curve, though single readings can be large; an effect the other way counts as inactive or inconclusive. Potency means the concentration at half of the fitted maximal effect. Hits appear at their usual frequency; 3.3% or so of the library scored in one or more.
mol,aGal spleen mod,Tau fibril FP,GAA glycogen mod,Tau fluor cs,Tau ThT inhib,GAA spleen mod,HTT cytoprotect,GAA inh
CCCOc1ccc(C(=O)c2nc3c(n2O)CCCCC3)cc1,-2.1%,6.4%,-8.6%,-6.3%,-8.9%,2.2%,-4.0%,-12.0%
COc1ccc(CNc2ccnc(-c3ccccc3C(F)(F)F)n2)c(OC)c1,5.1%,3.0%,/,-15.0%,-12.6%,2.2%,6.5%,/
CC(=O)N/N=c1\sc2ccccc2n1C,4.4%,-3.6%,5.1%,-5.0%,-7.9%,/,-25.1%,0.1%
CN(C)c1nc(-c2ccccc2)c2cnn(Cc3ccccc3)c2n1,27.2%,?,4.8%,-20.0%,?,6.4%,-27.1%,6.4%[15.4 µM]
Cc1ccc(NC(=O)CCSc2ccccn2)cc1,0.9%,6.2%,3.1%,-7.1%,-9.3%,-4.8%,/,0.6%
COc1ccc(NC(=O)C23CC4CC(C2)CC(n2cnc(Br)n2)(C4)C3)c(OC)c1,16.6%,8.9%,?,7.4%,12.2%,4.7%,10.2%,-2.4%
O=C(NC(=S)Nc1ccc2oc(=O)ccc2c1)c1cc2ccccc2o1,-5.1%,-3.7%,1.6%,-7.8%,/,-11.9%,-1.0%[10 µM],/
O=C(NCc1ccccc1)c1ccc(S(=O)(=O)N2CCCC2)cc1,-9.0%,-3.0%,-4.0%,-6.2%,0.4%,-2.4%,-0.6%,-15.8%
Cc1cc(OCC(=O)Nc2ncn[nH]2)ccc1Cl,/,0.5%,8.7%[76.3 µM],-8.4%,?,/,/,/
COc1ccc2c(c1OC)C(=O)N(c1ccc3c(c1)CCC3)C2=O,-2.4%,-13.6%,0.2%,-3.4%,-2.6%,-8.9%,11.1%[10 µM],1.4%
Cc1ccc(S(=O)(=O)N2CCC(C(=O)O)CC2)cc1C(=O)O,5.2%,2.7%,12.5%,3.6%,6.1%,2.1%,0.4%,?
O=C(c1cccc(S(=O)(=O)N2CCCC2)c1)c1cccc(S(=O)(=O)N2CCCC2)c1,-4.6%,-0.1%,-8.4%,-18.3%,-9.6%,0.5%,-8.7%[10 µM],-6.7%
COc1cccc(-c2nnc(SCC(=O)N3CCC(C)CC3)o2)c1,/,1.1%,5.8%[76.3 µM],-14.1%,-11.4%,/,/,/
CC1(C)NC(=O)N(CCCCOc2ccc(Br)cc2Cl)C1=O,-6.4%,-1.4%,-4.3%,-24.4%,-17.6%,-9.1%,15.9%,-5.5%
CC(=C/c1ccc(C(C)C)cc1)/C=N/NC(=O)c1ccncc1,3.2%,-5.7%,-2.9%,-18.9%,-8.5%,-18.4%,-7.6%[10 µM],-0.5%
CCN(CC)S(=O)(=O)c1ccc(NS(=O)(=O)c2cccc(C)c2)cc1,3.4%,3.7%,-18.7%,-17.3%,0.7%,-2.2%,-0.5%[10 µM],-3.7%
CCc1ccccc1NC(=O)c1ccc(NS(C)(=O)=O)cc1,-2.1%,-3.2%,-3.5%,1.2%,1.7%,-1.0%,-34.0%[inhibitor],?
COC(=O)[C@H](Cc1ccccc1)NC(=O)N1CCCCC1C (some centres not stated),-15.7%,-6.4%,7.9%,3.6%,-2.3%,-17.9%,13.1%,-0.7%
COc1ccc2[nH]cc(CCNC(=O)c3ccc([N+](=O)[O-])cc3)c2c1,5.4%,7.0%,13.9%,-15.9%,-15.8%,2.1%,3.4%[10 µM],13.3%
Cc1ccc(S(=O)(=O)/N=C(\Nc2cccc(C)c2)Nc2nc(C)cc(C)n2)cc1,5.4%,-8.4%,2.8%,-9.6%,-8.6%,4.8%,4.9%[10 µM],3.4%
O=C(Nc1ccc2c(c1)OCCO2)c1cccc(S(=O)(=O)N2CCCCC2)c1,3.7%,9.5%,-15.0%,?,-6.3%,-13.6%,0.6%,-1.0%
Cc1ccc(S(=O)(=O)NCCc2nnc3ccc(SCC(=O)Nc4nc5ccccc5s4)nn23)cc1,4.5%,-16.5%,13.4%,-12.0%,0.5%,2.5%,15.1%[10 µM],1.5%
O=C(NN=C1CCCCCCC1)C(=O)NC1CCCCC1,-0.1%,5.8%,-14.4%,-2.5%,-10.3%,-2.5%,?,-6.5%
COc1ccc(OC)c(NC(=O)CSc2nc3ccccc3cc2Cc2ccccc2)c1,-1.1%,-0.7%,3.9%,-19.4%,-0.7%,2.5%,4.3%,-3.2%
Cc1ccccc1C(=O)NC(=S)Nc1ccc(N2CCOCC2)cc1,0.4%,3.7%,-14.8%,-26.9%,?,-3.6%,-31.9%,-4.7%
Cc1ccc(C(=O)OCC(=O)Nc2ccc(S(N)(=O)=O)cc2)c(O)c1,9.4%,4.4%,-0.6%,-4.1%,-6.7%,-12.3%,4.6%[10 µM],/
CCOC(=O)C1(Cc2ccccc2)CCCN(Cc2ccccn2)C1 (configuration not stated),0.4%,-6.3%,17.4%,-8.5%,-7.9%,-3.8%,27.2%[10 µM],8.0%
CCOc1ccccc1Nc1ncccc1C(=O)N1CCCC1,-0.7%,-6.9%,1.9%,-15.6%,1.5%,-1.5%,20.2%[10 µM],-6.8%
c1ccc(-c2nc(-c3cccs3)c(NC3CCCCC3)o2)cc1,-2.6%,4.0%,/,4.1%,0.7%,2.5%,-10.2%,/
Fc1ccccc1N1CCN(c2nc3ccccc3n3nnnc23)CC1,12.1%,2.6%,-18.7%,-23.9%,-19.4%,15.4%,6.5%[10 µM],3.0%

# Overlap with the part before: 2 compounds; new compounds follow.
mol,aGal spleen mod,Tau fibril FP,GAA glycogen mod,Tau fluor cs,Tau ThT inhib,GAA spleen mod,HTT cytoprotect,GAA inh
c1ccc(-c2nc(-c3cccs3)c(NC3CCCCC3)o2)cc1,-2.6%,4.0%,/,4.1%,0.7%,2.5%,-10.2%,/
Fc1ccccc1N1CCN(c2nc3ccccc3n3nnnc23)CC1,12.1%,2.6%,-18.7%,-23.9%,-19.4%,15.4%,6.5%[10 µM],3.0%
O=C(COc1cccnc1[N+](=O)[O-])NCCc1ccc(Cl)cc1Cl,0.2%,-6.3%,6.7%,-2.7%,-3.5%,-8.9%,-1.3%[10 µM],-2.2%
COC(=O)Cn1c(=O)c2c(nc3n2CC(C)CN3c2ccc(C)c(C)c2)n(C)c1=O (configuration not stated),-4.2%,5.2%,9.4%,-6.6%,-6.1%,0.9%,17.2%[10 µM],/
CC1CCN(C2CC(=O)N(c3ccccc3)C2=O)CC1 (configuration not stated),5.0%,-2.6%,-11.8%,-8.6%,-19.8%,-4.0%,0.3%[10 µM],?
CCOC(=O)CN1C(=O)N[C@@H](CCc2ccccc2)[C@H](C(C)=O)[C@H]1C,5.5%[17.5 µM],8.1%[11.6 µM],/,5.3%[11.6 µM],2.1%[11.5 µM],5.3%[17.4 µM],?,/
OCC1(CCOc2ccccc2)CCN(CC2=Cc3cc(Cl)ccc3OC2)CC1,-1.6%,-6.8%,-16.6%,?,-17.7%,-23.5%,8.4%[10 µM],?
CC(C)CCNC(=O)C1CCCN1C(=O)NC1CCCCC1 (configuration not stated),-4.5%,-1.8%,-7.0%,0.9%,-6.6%,-0.5%,-7.0%[1.9 µM],-5.2%
O=c1cc(-c2ccccc2)nc(N2CCN(Cc3ccc4c(c3)OCO4)CC2)[nH]1,-4.8%,-4.4%,-5.1%,-5.1%,-12.7%,5.2%,1.7%,-3.6%
C=CCc1cccc(/C=N/NC(=O)C(C)Nc2cccc(C)c2)c1O (configuration not stated),-0.1%,2.9%,1.2%,?,-9.3%,-18.0%,-128.0%[inhibitor],3.1%
CCCCN(C(=O)CSc1cc(C)c2ccc(OC)cc2n1)c1c(N)n(Cc2ccccc2)c(=O)[nH]c1=O,2.7%,?,-0.5%,-5.3%,-11.8%,4.0%,11.1%[10 µM],?
O=C(NCc1ccccc1)C1=C[C@@H](c2coc3ccccc3c2=O)C[C@@H](OCCCCO)O1,-0.3%,-0.5%,4.2%,-5.2%,-5.4%,-1.4%,3.3%[10 µM],/
CCc1nn2c(-c3ccccc3OC)ccnc2c1-c1ccccc1,/,-8.5%,6.5%[76.3 µM],-30.0%,?,/,/,/
Cc1cc(=O)oc2ccc(OCC(=O)O)cc12,12.4%,-8.0%,2.7%,-9.0%,-6.2%,3.1%,1.8%,-3.4%
CC(C)(C)n1nc(C2CC2)cc1NC(=O)Nc1ccc(Cl)cc1,-10.8%,-0.8%,4.3%,-9.1%,-4.2%,-5.1%,1.8%&-17.9%[10 µM],?
O=C(Nc1ccccc1)c1c(F)cccc1F,-14.3%,8.8%,6.5%,-4.7%,-1.8%,-7.1%,1.9%,-5.7%
C=CCOC(=O)/C(=C/c1ccco1)NC(=O)/C=C/c1ccccc1,5.8%,-1.8%,4.6%,-10.5%,-2.9%,2.5%,8.4%[10 µM],2.1%
CCCCN(C)CC(O)Cn1cc(/C=C/C(=O)c2ccc(OCC)cc2)c2ccccc21 (configuration not stated),/,-11.9%,3.1%,?,11.2µM*,/,/,/

# Sorted by count of non-hydrogen atoms (largest number first): some entries from above
mol,aGal spleen mod,Tau fibril FP,GAA glycogen mod,Tau fluor cs,Tau ThT inhib,GAA spleen mod,HTT cytoprotect,GAA inh
O=C(Nc1ccc2c(c1)OCCO2)c1cccc(S(=O)(=O)N2CCCCC2)c1,3.7%,9.5%,-15.0%,?,-6.3%,-13.6%,0.6%,-1.0%
C=CCOC(=O)/C(=C/c1ccco1)NC(=O)/C=C/c1ccccc1,5.8%,-1.8%,4.6%,-10.5%,-2.9%,2.5%,8.4%[10 µM],2.1%
CC(C)(C)n1nc(C2CC2)cc1NC(=O)Nc1ccc(Cl)cc1,-10.8%,-0.8%,4.3%,-9.1%,-4.2%,-5.1%,1.8%&-17.9%[10 µM],?

# Screening results: PubChem BioAssay, National Center for Advancing Translational Sciences (NCATS)
